# High-throughput results (PubChem)
# ROC1-CUL1 inh: inhibitors of human ROC1-CUL1 ubiquitin ligase activity; in vitro K48 di-Ub FRET, acceptor:donor ratio, 45 min; 0.6% of 140,000 active; inhibition, % at 10 µM; AID 1347404, 2020; in the data active = inhibition above about 25%
# Target sequence (P62877 whole entry, looked up): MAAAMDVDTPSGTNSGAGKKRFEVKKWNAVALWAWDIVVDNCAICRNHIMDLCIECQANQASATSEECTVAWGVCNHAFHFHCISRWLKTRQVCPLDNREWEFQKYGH
# Target sequence (Q13616 whole entry, looked up): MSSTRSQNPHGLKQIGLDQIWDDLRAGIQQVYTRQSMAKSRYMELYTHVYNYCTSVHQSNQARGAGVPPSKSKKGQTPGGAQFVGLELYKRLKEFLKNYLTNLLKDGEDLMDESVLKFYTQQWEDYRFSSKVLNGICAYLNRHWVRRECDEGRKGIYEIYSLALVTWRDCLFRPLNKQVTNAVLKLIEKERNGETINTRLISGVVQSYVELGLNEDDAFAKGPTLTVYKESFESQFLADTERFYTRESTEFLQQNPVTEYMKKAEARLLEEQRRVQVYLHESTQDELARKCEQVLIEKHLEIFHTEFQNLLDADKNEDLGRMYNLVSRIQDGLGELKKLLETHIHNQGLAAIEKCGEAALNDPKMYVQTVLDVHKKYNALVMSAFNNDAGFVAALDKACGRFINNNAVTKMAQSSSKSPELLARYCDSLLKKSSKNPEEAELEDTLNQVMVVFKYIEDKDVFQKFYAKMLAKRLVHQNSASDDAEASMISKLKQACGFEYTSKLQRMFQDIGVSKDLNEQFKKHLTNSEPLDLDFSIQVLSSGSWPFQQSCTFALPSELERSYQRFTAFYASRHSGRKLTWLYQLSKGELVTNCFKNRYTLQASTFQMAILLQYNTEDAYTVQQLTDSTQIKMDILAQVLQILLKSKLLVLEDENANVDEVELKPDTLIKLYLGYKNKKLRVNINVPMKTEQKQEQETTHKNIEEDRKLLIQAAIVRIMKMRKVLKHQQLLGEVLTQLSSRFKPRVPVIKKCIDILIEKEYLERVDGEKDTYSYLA
# Active calls of the source: *.
ROC1-CUL1 inh | compound
14.0 | COc1ccc(CCN=C2C(=O)N(Cc3ccccc3)C(=O)C2Cl)cc1OC (stereo not drawn)
-2.6 | Cc1ccc(-c2nc(CS(=O)CC(=O)NCc3ccccc3Cl)c(C)o2)cc1 (stereo not drawn)
-1.0 | CCOC(=O)c1ccc(NC(=O)c2cn(-c3ccccc3)nc2-c2ccc(C)cc2)cc1
1.1 | O=C(CSc1nc2ccccc2c(=O)[nH]1)Nc1nc(-c2ccc(Br)cc2)cs1
12.1 | C(=C\c1cc(-c2cccs2)nc2ccc3ccccc3c12)/c1cccs1
-0.7 | CCOC(=O)Cc1cc(-c2ccc(OC)cc2)nc2ccc3ccccc3c12
-1.3 | C/C(CC(=O)Nc1ccc(OCc2ccccc2)cc1)=N\NC(=O)COc1ccc(Br)cc1
-0.5 | O=C(Nc1ccccc1C(=O)NCc1ccco1)c1ccc(C2SCC(=O)N2Cc2ccccc2)cc1 (stereo not drawn)
-3.0 | COc1ccccc1NC(=O)CCC(=O)N1CC(C)Oc2ccc(C)cc21 (stereo not drawn)
3.4 | CC1(C)CC(=O)C(C=Nc2ccc(N=CC3C(=O)CC(C)(C)CC3=O)c(O)c2)C(=O)C1
6.2 | Cc1ccc(CCNC(=O)c2sc3ncccc3c2-n2c(C)ccc2C)cc1
-10.0 | CCOc1ccc(-n2c(=O)c3c(C)c(C)sc3n(Cc3c(F)cccc3Cl)c2=O)cc1
10.8 | COc1cc(I)c(CC(=O)N2CCc3cc(OC)c(OC)cc3C2c2cccc([N+](=O)[O-])c2)cc1OC (stereo not drawn)
-3.2 | CCOC(=O)c1c(N2CCCCC2)nc2ccc([N+](=O)[O-])cc2c1-c1ccccc1
36.1* | C=CCN=C(N)SCc1nc2ccccc2c(=O)[nH]1
1.6 | O=C1c2ccccc2C(=O)N1CSC(=S)N/N=C/c1ccccc1Cl
-2.0 | CCOC(=O)c1cc(OC(=O)c2cccc(C)c2)n(-c2ccccc2)n1
10.1 | Cc1cc(CSc2ccccc2)ccc1NC(=O)c1ccccc1N(C)S(C)(=O)=O
-4.0 | CCCCc1ccc(-c2nc(NC(=O)C3CC=CCC3C(=O)O)sc2C)cc1 (stereo not drawn)
-3.0 | Cc1ccc(C)c(NC(=O)c2nnn(Cc3ccc(F)cc3Cl)c2N)c1
0.1 | COC(=O)CCC(=O)N1CCC(Oc2cccc(C(=O)N3CCOCC3)c2)CC1
3.6 | Cc1onc(-c2ccccc2)c1C(=O)N1CCC(n2c(C3CCCO3)nc3cc(C(F)(F)F)ccc32)CC1 (stereo not drawn)
-6.9 | CCn1c(=O)c2sccc2n2c(CCC(=O)Nc3ccc(C(C)C)cc3)nnc12
7.9 | Nc1nonc1OC1CCCCC1Oc1nonc1N (stereo not drawn)

# Sorted by SMILES length (lowest first): part of the list above.
ROC1-CUL1 inh | compound
7.9 | Nc1nonc1OC1CCCCC1Oc1nonc1N (stereo not drawn)
0.1 | COC(=O)CCC(=O)N1CCC(Oc2cccc(C(=O)N3CCOCC3)c2)CC1
-6.9 | CCn1c(=O)c2sccc2n2c(CCC(=O)Nc3ccc(C(C)C)cc3)nnc12

# Going on with the list.
ROC1-CUL1 inh | compound
2.3 | COc1ccc(-c2noc(C3CC(=O)N(c4cc(C)cc(C)c4)C3)n2)cc1 (stereo not drawn)
4.0 | COc1cc(Cl)nc(Oc2ccccc2CNc2ccc(C)cc2)n1
0.5 | C/C(=N/NC(=O)c1cc2ccccc2cc1O)c1sc(N)c(C(N)=O)c1C
5.4 | Cc1nc(N2CCC(C(=O)NCC3(N4CCOCC4)CCCC3)CC2)nc2ccc(C(C)C)cc12
4.3 | Cc1cc(C(F)(F)F)n2nc(-c3ccccc3)cc2n1
3.1 | O=c1c2ccccc2nc2sc(SCc3ccncc3)nn12
-2.8 | COCCCNCc1ccc2c(c1)n(C)c(=O)n2C
-3.4 | O=C(c1coc(Cn2cnc3ccccc32)n1)N1CC=C(c2ccccc2)CC1
-6.9 | CCOC(=O)C1=C(C)n2c(nc3ccccc32)NC1c1ccc(-c2ccc(Br)cc2)o1 (stereo not drawn)
4.9 | CCc1cccc(OCC(=O)Nc2cccc(-c3nnc(-c4ccccc4)o3)c2)c1
13.0 | C/C=C/Cn1nnc(-c2ccccc2)c1-c1ccccc1
0.4 | CN(C)c1ccc(C2Oc3ccccc3C3=C2C(c2ccc(N(C)C)cc2)n2ncnc2N3)cc1 (stereo not drawn)
0.5 | CCCCCC(=O)Nc1cccc(C)c1
17.7 | Cc1cc(SCC(=O)Nc2ccc3c(c2)OCCO3)nc2ccccc12
15.9 | CCN(CC)c1ccc(/C=C2/C(=N)N3N=C(c4ccc(C)cc4)SC3=NC2=O)cc1
-11.0 | O=[N+]([O-])c1ccc(S(=O)(=O)Oc2ccccn2)cc1
-11.6 | CCOC(=O)c1c(NC(C)=O)c2c3c(sc2n1Cc1ccc(Cl)cc1)CCCC3
4.8 | O=C1C(c2ccccc2)NC(=S)N1C1CCCCC1 (stereo not drawn)
0.4 | CCOC(=O)c1c(C)[nH]c(C)c1S(=O)(=O)N1CCCC(C(=O)Nc2cc(C)ccc2C)C1 (stereo not drawn)
-7.4 | Cc1ccc(NC(=O)C2CCN(S(=O)(=O)c3cccs3)CC2)cc1
-1.7 | O=C(NCc1cccc(F)c1)c1ccc(CS(=O)c2ccccc2Cl)o1 (stereo not drawn)
1.7 | COc1cc(OC)c(NC(=O)c2c3c(nc4ccccc24)C(=O)N(C2CCCCC2)C3)cc1Cl
3.1 | CC(C)(C)c1sc(C(C)(C)C)c(-c2ccccc2)c1Br
4.7 | FCCCCn1ccc(-c2cccc(-c3ccncc3)c2)n1
1.4 | O=C(N/N=C/c1cc2c(cc1[N+](=O)[O-])OCO2)c1cccc(I)c1
-12.4 | COC(=O)c1ccccc1NS(=O)(=O)c1cc(C)ccc1C
-13.5 | c1ccc(-c2csc(-n3cnnn3)n2)cc1
-5.5 | O=S(=O)(CCc1nnc(-c2ccc(Br)cc2)o1)c1ccc(Br)cc1
3.3 | COCc1nn2c(C)cc(C)nc2c1-c1ccc(OC)cc1
10.5 | O=C(CCn1cccn1)N1CCCC(CCc2ccc(F)c(F)c2)C1 (stereo not drawn)
7.3 | CCc1ccc(NC(=O)c2sc3ncccc3c2N)cc1
5.5 | CCN(CC)S(=O)(=O)c1ccc(NC(=O)c2c(C)oc3ncnc(N4CCCCC4)c23)cc1
2.7 | COc1cc(-c2n[nH]c(=S)n2/N=C/c2ccc(-c3cccc([N+](=O)[O-])c3)o2)cc(OC)c1OC
4.7 | Cc1cc(C)n(-c2ccc(NC(=O)Cn3ncc(N(C)C)cc3=O)cc2)n1
-0.1 | c1ccc(-c2nnc(-c3ccccc3)c3nsnc23)cc1
5.3 | Cc1n[nH]c(=O)c2nn(-c3ccccc3)c(C)c12
6.2 | CCOC(=O)c1c(NC(=O)c2ccccc2[N+](=O)[O-])sc(C)c1-c1ccc(F)cc1
14.9 | Cc1cccc(NC(=O)c2sc3nc4c(cc3c2N)CCCCC4)c1
-2.6 | COc1cccc(NC(=O)Cn2c(=O)n(-c3ccc(Cl)cc3)c(=O)c3oc4ccccc4c32)c1
-2.1 | CNC(=O)c1c(NC(=O)Cc2coc3ccc(OC)cc23)sc2c1CCCC2
-4.3 | Cc1cc(C)cc(-n2c(SCC(=O)N3CCOCC3)nc3c([nH]c4ccccc43)c2=O)c1
3.2 | Cc1nn(C(C)C(=O)NCc2ccco2)c(=O)c2nn(-c3ccccc3)c(C)c12 (stereo not drawn)
-11.5 | Cc1ccc(-c2cc(NC(=O)c3ccc([N+](=O)[O-])cc3)n[nH]2)cc1
2.8 | Cc1ccc(Cl)cc1N1CCN(C(=O)NCc2ccco2)CC1
-3.5 | Cc1cc(C)c(NC(=O)CSc2nnc(-c3ccc(Cl)c(Cl)c3)n2C)c(C)c1
-8.3 | O=c1c(Cl)nc(Cl)cn1C1CCCCC1
5.6 | CCOC(=O)N1CCN(Cc2ccc3c(c2)CN(C(=O)c2ccncc2)CCO3)CC1
-3.6 | CCOc1cc(C(C2C(=O)N=C(SC)NC2=O)C2C(=O)N=C(SC)NC2=O)ccc1O (stereo not drawn)

# Of the compounds above, these contain a CF3 group.
ROC1-CUL1 inh | compound
3.6 | Cc1onc(-c2ccccc2)c1C(=O)N1CCC(n2c(C3CCCO3)nc3cc(C(F)(F)F)ccc32)CC1 (stereo not drawn)
4.3 | Cc1cc(C(F)(F)F)n2nc(-c3ccccc3)cc2n1

# New compounds follow:
ROC1-CUL1 inh | compound
-2.4 | Cc1ccc(Nc2nnc(-c3cc4c(ccc5ccccc54)oc3=O)s2)cc1
-10.9 | CN(C)c1ccc(/C=C/c2cc(-c3ccccc3)o[n+]2C)cc1
-2.6 | CCCc1nnc(NC(=O)C(CC)Sc2nnc3c4ccccc4n(C)c3n2)s1 (stereo not drawn)
11.1 | O=C(NCc1ccccc1)c1ccc(CNS(=O)(=O)c2ccc(Br)cc2)cc1
-5.1 | O=C(Oc1cccc2cccnc12)c1cc(Cl)ccc1Cl
0.5 | Fc1ccc(CNCc2ccc(Br)cc2)cc1
-5.6 | COC(=O)c1ccc(/C=c2\sc3n(c2=O)C(c2ccc(Cl)cc2Cl)C2=C(N=3)c3ccccc3CC2)cc1 (stereo not drawn)
15.5 | CC(=O)Oc1cccc2nsnc12
-2.8 | Cc1ccccc1-c1cc(C(=O)Nn2cnnc2)c2ccccc2n1
-0.1 | COC(=O)C(NC(=O)CCc1c(C)nc2c(-c3ccccc3)c(C)nn2c1C)C(C)C (stereo not drawn)
2.9 | CCOC(=O)N1CCN(Cc2ccc3c(c2)CN(C(=O)C(OC)c2ccccc2)CCO3)CC1 (stereo not drawn)
8.1 | O=C(c1cn(CCC2CCCCC2)nn1)N1CCN2CCCC2C1 (stereo not drawn)
4.0 | O=C(Nc1nnc(N2CCCC2)s1)Nc1cc(F)ccc1F
1.9 | COc1cccc(CNC(=O)c2ccc3c(c2)N(Cc2ccc(C(F)(F)F)cc2)C(=O)c2ccccc2S3)c1OC
-4.4 | C=CCn1c(SCC(=O)Nc2cc(C)on2)nc2sc(-c3ccccc3)cc2c1=O
11.6 | CC1=Nc2nc(CO)nn2C(=O)C1
1.4 | CSC1=NN(C(C)=O)C(c2c(C)[nH]c3ccccc23)C(=O)N1 (stereo not drawn)
6.8 | Cc1ccc(C)c(N2CCN(C(=O)c3cnc4c(-c5ccccc5)c(C)nn4c3C)CC2)c1
-1.4 | N=c1n(CCc2ccccc2)c2ccccc2n1CCc1ccccc1
-9.2 | CC(=O)Nc1c(C)nn(-c2ccccc2)c1N1CCC(C(=O)NCc2ccccc2Cl)CC1
5.5 | CCOC(=O)c1c(N)n(-c2ccc(Cl)c(Cl)c2)c2nc3ccccc3nc12
2.4 | CCN(CC)S(=O)(=O)c1nnc(NC(=O)c2ccc(C)cc2)s1
1.5 | COc1ccccc1C(=O)Nc1ccc2c(c1)nc(CN1CCCCC1)n2C
2.2 | CSc1cccc(NC(=O)c2ccccc2C)c1
7.0 | CCOc1ccc(NC(=O)CSc2nc3sc4c(c3c(=O)n2C)CCCC4)cc1
-1.8 | CSc1ncc(Cl)c(C(=O)Nc2c(C(=O)Nc3cccc(C)c3)oc3ccccc23)n1
-3.3 | COc1ccc(Cl)cc1NC(=O)CSC1=Nc2ccccc2C2=NC(CC(=O)NCc3cccs3)C(=O)N12 (stereo not drawn)
0.8 | O=C1Nc2ccccc2C12Nc1ccccc1S2 (stereo not drawn)
1.6 | CCOC(=O)c1ccc(NC(=O)c2cnc3c(-c4ccc(F)cc4)c(C)nn3c2C)cc1
0.0 | CCC1CCc2nc3sc(C(=O)NCc4ccc(OC)cc4)c(N)c3cc2C1 (stereo not drawn)
-3.4 | COC(=O)c1c(-c2ccccc2)c2ccc3c(-c4ccccc4)cc4cccc1n4c32
-1.3 | COc1ccc(-c2noc(-c3ccc(NCc4ccccc4OC)c([N+](=O)[O-])c3)n2)cc1

# The last 4 records of the section above come first, to join the parts:
ROC1-CUL1 inh | compound
1.6 | CCOC(=O)c1ccc(NC(=O)c2cnc3c(-c4ccc(F)cc4)c(C)nn3c2C)cc1
0.0 | CCC1CCc2nc3sc(C(=O)NCc4ccc(OC)cc4)c(N)c3cc2C1 (stereo not drawn)
-3.4 | COC(=O)c1c(-c2ccccc2)c2ccc3c(-c4ccccc4)cc4cccc1n4c32
-1.3 | COc1ccc(-c2noc(-c3ccc(NCc4ccccc4OC)c([N+](=O)[O-])c3)n2)cc1
8.2 | COc1nccnc1NS(=O)(=O)c1ccc(NC(=O)c2ccc(NC(=O)C(F)(F)F)cc2)cc1
-11.2 | CCC(C)NC(=O)c1ccc(C)c(NS(C)(=O)=O)c1 (stereo not drawn)
0.3 | CC(C)C(NC(=O)c1ccc(CN2CCc3ccccc3C2)cc1)C(C)C
-4.3 | COCC1CCCN(C(=O)c2ccc(NC(C)C)nc2)C1 (stereo not drawn)
8.4 | O=C(c1cc2ccccc2c(=O)s1)N1CCOCC1
-2.4 | O=C1C(=O)N(CCc2c[nH]c3ccccc23)C(c2cccc(O)c2)C1C(=O)c1ccc(Cl)cc1 (stereo not drawn)
-2.4 | CCOC(=O)c1ccc(N2C(=O)Cc3cc(OCC)c(OCC)cc3C2c2ccccc2)cc1 (stereo not drawn)
7.4 | CCCn1nnnc1NC(=O)COc1ccc(Br)cc1
9.9 | COCc1cn(CC2CCN(C(=O)Nc3cccc(OC)c3)CC2)nn1
11.1 | CCOc1ccc(NC(=O)CN(C2CCCCC2)S(C)(=O)=O)cc1
-0.5 | CC(=O)c1ccc(NC(=O)CSc2nnc(-c3ccc(Cl)cc3)o2)cc1
3.8 | CC1=NC(=O)C(C#N)=C(C)C1CSc1nnc(-c2ccccc2)n1Cc1ccccc1 (stereo not drawn)
7.0 | CCOc1ccccc1CN1CCc2nc(Nc3ccccc3)ncc2C1
-0.5 | O=C(CSCc1cccc(Br)c1)Nc1ccc(F)cc1
7.0 | CC1CCN(c2nn3c(=O)c4c(-c5ccc(Cl)cc5)csc4nc3c3ccccc23)CC1
6.3 | CCOc1cc(Br)c(/C=C2\N=C(c3ccccc3)OC2=O)cc1OCC
4.0 | COc1ccc(CN2C[C@@H]3C[C@@H](c4ccsc4)N4CCC[C@@]34C2=O)cc1
2.0 | Cc1cc(C)c(-n2c(C)cc(=O)[nH]c2=O)c(C)c1
-4.4 | O=C1Nc2ccccc2C(=O)C1(F)Cc1ccccc1 (stereo not drawn)
-5.3 | COc1ccc(OC)c(CNC(=O)CCCn2c(=O)c3cccn3c3cccnc32)c1
-16.4 | CCOc1ccccc1C1C(C(=O)N2CCCCC2)C(C)=Nc2nc3ccccc3n21 (stereo not drawn)
-9.0 | Cc1ccc2oc(C(=O)c3ccc4c(c3)N(C)C(=O)CO4)c(-c3cnc4c(c3)COc3ccccc3-4)c2c1

# The list is partial; count on the stated rates, not on these rows.
